NFkB SMM: binds human NF-kappa-B p105 on microarray; Small molecule microarray, anti-His fluorescence binding; P19838; calls only; hit rate 1.3% among 17,000;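 active means spot fluorescence over background significantly raised, with a chance value under 7% in all four replicate spots of the compound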;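 further: probe protein is his-tagged human p50 processed subunit at 1 µg/ml; raw spot fluorescence signals with no normalization applied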
Target sequence (P19838 1-433 limits assumed): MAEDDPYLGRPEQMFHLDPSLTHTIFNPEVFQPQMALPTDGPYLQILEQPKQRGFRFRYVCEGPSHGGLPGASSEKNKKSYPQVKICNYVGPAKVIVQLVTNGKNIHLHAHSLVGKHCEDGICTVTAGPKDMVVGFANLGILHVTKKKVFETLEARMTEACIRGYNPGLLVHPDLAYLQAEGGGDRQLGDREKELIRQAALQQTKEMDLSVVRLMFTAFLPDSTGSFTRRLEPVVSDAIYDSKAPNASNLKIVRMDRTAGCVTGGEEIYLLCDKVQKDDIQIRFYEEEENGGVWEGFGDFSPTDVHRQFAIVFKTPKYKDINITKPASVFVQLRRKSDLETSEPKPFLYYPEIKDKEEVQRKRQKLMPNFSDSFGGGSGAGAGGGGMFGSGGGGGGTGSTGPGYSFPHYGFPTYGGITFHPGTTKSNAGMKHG
Calls only; i = inactive. A portion of the library; the hit share may differ from the screen's.

SMILES	NFkB SMM
Cc1noc(C)c1S(=O)(=O)Nc1ccc2c(c1)C(=O)N([C@@H](C)CO)C[C@@H](C)[C@@H](CN(C)C(=O)Nc1ccccc1)OCCCC[C@H](C)O2	i
Cc1noc(C)c1NC(=O)N(C)C[C@@H]1Oc2ccc(NC(=O)Nc3ccc4c(c3)OCO4)cc2C(=O)N([C@H](C)CO)C[C@H]1C	i
C[C@@H]1CN([C@H](C)CO)C(=O)c2cccc(NC(=O)c3ccncc3)c2O[C@H]1CN(C)C(=O)Nc1ccccc1	i
C[C@H](CO)N1C[C@H](C)[C@H](CN(C)C(=O)C2CCCCC2)OCCCC[C@H](C)Oc2ccc(NS(=O)(=O)c3cccs3)cc2C1=O	i
COc1ccc(NC(=O)CSc2nc(C)c3c(n2)CCCC3)c([N+](=O)[O-])c1	i
COc1ccc([Si](C)(C)[C@@H]2[C@@H](CCn3cc(CCO)nn3)O[C@]3(C(=O)N(Cc4cccc(N5CCOC5=O)c4)c4ccccc43)[C@H]2C)cc1	i
C[C@H]1CN([C@@H](C)CO)C(=O)c2cc(NC(=O)Nc3ccc4c(c3)OCO4)ccc2O[C@H]1CN(C)Cc1ccc(C(F)(F)F)cc1	i
Cc1ccc(S(=O)(=O)N(C)C[C@H]2Oc3ccc(NS(C)(=O)=O)cc3C(=O)N([C@H](C)CO)C[C@@H]2C)cc1	i
CC(C)NC(=O)Nc1ccc2c(c1)C(=O)N([C@@H](C)CO)C[C@H](C)[C@H](CN(C)Cc1ccncc1)OCCCC[C@@H](C)O2	i
C[C@@H]1CN([C@H](C)CO)C(=O)c2cccc(NC(=O)Nc3ccc(C(F)(F)F)cc3)c2O[C@@H]1CN(C)Cc1ccc(C(=O)O)cc1	i
C[C@@H]1CN([C@@H](C)CO)C(=O)CCCn2cc(nn2)CO[C@@H]1CN(C)C(=O)c1ccc2ccn(C)c2c1	i
COc1cc(-c2oc3cc(O)cc(O)c3c(=O)c2OC2OC(CO)C(O)C(O)C2O)ccc1O (centres undefined)	i
COc1ccc([C@H]2C[C@H]3C(Br)=CC2C(=O)[C@]32CO2)cc1	i
CCCN1C(=O)C(NS(=O)(=O)c2ccc(NC(C)=O)cc2)(C(F)(F)F)C2=C1CC(C)(C)CC2=O (centres undefined)	i
C[C@H]1CN([C@@H](C)CO)C(=O)c2cc(NC(=O)Nc3ccc(F)cc3)ccc2O[C@@H]1CN(C)Cc1ccc2c(c1)OCO2	i
Nc1ccc(-c2cc(=O)c3cc(O)ccc3o2)cc1	i
CCOc1ccc(C)cc1S(=O)(=O)Nc1cccnc1	i
Cc1noc(C)c1S(=O)(=O)Nc1cccc2c1O[C@H](CN(C)CC1CC1)[C@H](C)CN([C@@H](C)CO)C2=O	i
CCOc1ccccc1OCC(=O)Nc1sc2c(c1C#N)CCC(C)C2 (centres undefined)	i
O=C(CN1C(=O)c2ccccc2C1=O)NCC1COc2ccccc2O1 (centres undefined)	i
CC(C)NC(=O)Nc1ccc2c(c1)C(=O)N([C@@H](C)CO)C[C@H](C)[C@H](CN(C)C(=O)Nc1ccccc1)OCCCC[C@H](C)O2	i
COc1cc([C@H]2OC[C@H]3[C@@H]2CO[C@H]3c2ccc(OC)c(OC)c2)ccc1O	i
C[C@H](CO)N1C[C@H](C)[C@H](CN(C)Cc2ccc(C(=O)O)cc2)Oc2ccc(NS(=O)(=O)c3ccccc3)cc2C1=O	i
CNC[C@H]1Oc2ccc(NS(C)(=O)=O)cc2CC(=O)N([C@@H](C)CO)C[C@@H]1C	i
Cc1c(C(=O)NC(=S)NCc2cccnc2)oc2ccccc12	i

(list continues)
SMILES	NFkB SMM
C[C@H]1CCCCO[C@H](CN(C)C(=O)Cc2ccccc2)[C@@H](C)CN([C@@H](C)CO)C(=O)c2cc(NC(=O)Nc3ccccc3)ccc2O1	i
O=C(O)CCN1C(=O)c2cccc3c([N+](=O)[O-])ccc(c23)C1=O	i
Cc1cc(O)c2c(c1)C(=O)C1=C(C2=O)C(O)C(O)C(O)C1O (centres undefined)	i
C[C@@H]1CN([C@@H](C)CO)C(=O)c2cccc(NC(=O)C3CCCCC3)c2O[C@@H]1CN(C)C(=O)Nc1ccc(F)cc1	i
O=C(COc1ccccc1CO)Nc1ccccc1	i
CC(C)NC(=O)N(C)C[C@@H]1OCCCC[C@@H](C)Oc2ccc(NS(=O)(=O)c3ccccc3)cc2C(=O)N([C@@H](C)CO)C[C@H]1C	i
CNC[C@H]1Oc2ccc(NS(=O)(=O)c3ccc(Cl)cc3)cc2CC(=O)N([C@H](C)CO)C[C@@H]1C	i
C[C@H](CO)N1C[C@H](C)[C@@H](CN(C)C)OCCCC[C@H](C)Oc2ccc(NC(=O)Nc3ccccc3)cc2C1=O	i
O=C1N(CCS(=O)(=O)c2ccccc2)Cc2ccccc2[C@@H]2OC(c3ccc(OCCCO)cc3)=N[C@]12Cc1ccccc1	i
C[C@H]1CN([C@@H](C)CO)C(=O)c2cc(NC(=O)NC3CCCCC3)ccc2O[C@@H]1CN(C)Cc1ccc2c(c1)OCO2	i
C=CC[C@H](O)c1ccc(O)c(F)c1	i
COC(=O)c1ccc(NC(=O)CCC(=O)c2ccc(F)cc2)cc1	i
C[C@@H]1CN([C@H](C)CO)C(=O)c2cccc(NS(=O)(=O)c3ccc(Cl)cc3)c2O[C@@H]1CN(C)Cc1ccc(-c2ccccc2)cc1	i
C[C@@H]1CN([C@H](C)CO)C(=O)Cc2cc(NC(=O)Nc3ccc(F)cc3)ccc2O[C@H]1CN(C)CC1CC1	i
Cc1nn(C)cc1CN(C)C(=O)c1nn2c(c1Br)NC(c1cccs1)CC2C(F)(F)F (centres undefined)	i
COc1ccc(S(=O)(=O)N(C)C[C@@H]2Oc3ncc(/C=C/c4ccccc4)cc3C(=O)N([C@H](C)CO)C[C@@H]2C)cc1	i
C[C@H]1CCCCO[C@H](CN(C)S(=O)(=O)c2ccccc2)[C@@H](C)CN([C@@H](C)CO)C(=O)c2cc(NC(=O)Nc3ccccc3)ccc2O1	i
Cc1noc(C)c1NC(=O)Nc1ccc2c(c1)C(=O)N([C@H](C)CO)C[C@@H](C)[C@@H](CN(C)C)OCCCC[C@@H](C)O2	i
CNc1cc(NS(=O)(=O)c2ccc(N)cc2)nc(NC)n1	i
CCOC(=O)c1ccc(NC(=O)CSc2nc3ccccc3c(=O)[nH]2)cc1	i
COC(=O)C1=COC(O[C@@H]2O[C@H](CO)[C@@H](O)[C@H](O)[C@H]2O)[C@H]2[C@@H]1[C@H](OC(=O)CCc1ccc(O)cc1)C[C@]2(C)O (some centres undefined)	i
C[C@@H]1CN([C@H](C)CO)C(=O)c2cccc(NC(=O)Nc3ccccc3)c2O[C@@H]1CN(C)C	i
C[C@@H]1O[C@@H](O[C@@H]2[C@@H](O)[C@H](O)[C@@H](CO)O[C@H]2c2c(O)cc(O)c3c(=O)cc(-c4ccc(O)cc4)oc23)[C@H](O)[C@H](O)[C@H]1O	i
CNC[C@@H]1Oc2ccc(NS(=O)(=O)c3cn(C)cn3)cc2CC(=O)N([C@@H](C)CO)C[C@@H]1C	i
Cc1noc(C)c1NC(=O)Nc1ccc2c(c1)C(=O)N([C@H](C)CO)C[C@H](C)[C@@H](CN(C)C(=O)CCCN(C)C)OCCCC[C@H](C)O2	i

The listing continues.
SMILES	NFkB SMM
C[C@@H]1CN([C@H](C)CO)C(=O)Cc2cc(NC(=O)CCC(F)(F)F)ccc2O[C@@H]1CN(C)S(=O)(=O)c1ccccc1	i
CC(C)NC(=O)Nc1ccc2c(c1)C(=O)N([C@H](C)CO)C[C@@H](C)[C@@H](CN(C)Cc1ccc(C(=O)O)cc1)OCCCC[C@@H](C)O2	i
COCCOC(=O)N1C(=O)[C@@]2(c3cc(C#CC4=CCCCC4)ccc31)[C@H](C(=O)N1CCN(c3ncccn3)CC1)[C@H]1C(=O)O[C@H](c3ccccc3)[C@H](c3ccccc3)N1[C@@H]2c1ccc(O)cc1	i
CCN1CCN(Cc2c(C)[nH]c3ccc(Cl)cc3c2=O)CC1	i
C[C@H](CO)N1C[C@H](C)[C@H](CN(C)Cc2ccc(C(F)(F)F)cc2)Oc2ccc(NC(=O)Cn3cnnn3)cc2CC1=O	i
Nc1nc(SCc2nc(-c3ccccc3)no2)[nH]c(=O)c1-c1ccccc1	i
COc1ccc(S(=O)(=O)N(C)C[C@H]2Oc3ccc(NC(=O)CCC(F)(F)F)cc3CC(=O)N([C@H](C)CO)C[C@@H]2C)cc1	i
Cc1ccc(OCC(=O)Nc2ccc3oc(-c4c(F)c(F)c(F)c(F)c4F)nc3c2)cc1	i
C/C(=C\C=C\[C@@H](C)[C@H]1CC[C@@]2(C)[C@@H]3CCC4C(C)(C)[C@@H](O[C@@H]5O[C@H](CO)[C@@H](O[C@@H]6O[C@@H](C)[C@H](O)[C@@H](O)[C@H]6O)[C@H](O)[C@H]5O[C@@H]5O[C@H](CO[C@@H]6O[C@H](CO)[C@@H](O)[C@H](O)[C@H]6O)[C@@H](O)[C@H](O)[C@H]5O[C@@H]5O[C@@H](C)[C@H](O)[C@@H](O)[C@H]5O)CC[C@@]45C[C@@]35CC[C@]12C)C(=O)N[C@@H]1C(=O)O[C@H](C)[C@@H]1C (some centres undefined)	i
COc1ccc(S(=O)(=O)Nc2ccc3c(c2)C(=O)N([C@@H](C)CO)C[C@H](C)[C@H](CN(C)Cc2ccncc2)O3)cc1	i
Cc1cc(O)c2c(c1)C(=O)OC2c1c(O)cccc1O (centres undefined)	i
COc1c(C)c(OCC=C(C)C)cc(CO)c1CO	i
COc1ccc([Si](C)(C)[C@H]2[C@H](CCO)O[C@@]3(C(=O)N(Cc4ccccc4)c4ccc(N5CCCCC5=O)cc43)[C@@H]2C)cc1	i
C[C@@H]1CCCCO[C@H](CN(C)C(=O)c2ccncc2)[C@H](C)CN([C@@H](C)CO)C(=O)c2cc(NC(=O)Cc3ccccc3)ccc2O1	i
Cc1noc(C)c1S(=O)(=O)N(C)C[C@H]1Oc2ccc(NC(=O)C3CCCCC3)cc2CC(=O)N([C@H](C)CO)C[C@@H]1C	i
C[C@H](CO)N1C[C@H](C)[C@H](CN(C)Cc2ccc(C(F)(F)F)cc2)Oc2c(NS(=O)(=O)c3cn(C)cn3)cccc2C1=O	i
C[C@H]1CN([C@@H](C)CO)C(=O)c2cccc(NC(=O)c3ccncc3)c2O[C@@H]1CN(C)S(=O)(=O)c1cn(C)cn1	i
Cc1cccc(N(CC(=O)O)S(C)(=O)=O)c1C	i
COc1ccc(S(=O)(=O)N(C)C[C@H]2Oc3c(NS(=O)(=O)c4ccc(C)cc4)cccc3C(=O)N([C@H](C)CO)C[C@@H]2C)cc1	i
Cc1noc(C)c1S(=O)(=O)N(C)C[C@@H]1OCCCC[C@@H](C)Oc2ccc(NC(=O)NC(C)C)cc2C(=O)N([C@H](C)CO)C[C@H]1C	i
C[C@H]1CN([C@@H](C)CO)C(=O)c2cccc(NC(=O)C3CCOCC3)c2O[C@H]1CN(C)C(=O)Nc1ccc(C(F)(F)F)cc1	i
Nc1nnc(SCC(=O)NC2CCCCCC2)s1	i
Cc1ccc(OCC(=O)Nc2cccc(-c3nc4ccccc4[nH]3)c2)cc1	i
COc1ccc(CN(C)C[C@@H]2Oc3c(NS(=O)(=O)c4cn(C)cn4)cccc3C(=O)N([C@H](C)CO)C[C@H]2C)cc1	i
C=CC[C@]12N=C(c3ccc(OCCCO)cc3)O[C@H]1c1ccccc1N(CCS(=O)(=O)c1ccccc1)C2=O	i

A draw from above in order of heavy-atom count, largest number first.
SMILES	NFkB SMM
COc1ccc(S(=O)(=O)N(C)C[C@H]2Oc3c(NS(=O)(=O)c4ccc(C)cc4)cccc3C(=O)N([C@H](C)CO)C[C@@H]2C)cc1	i
C[C@H](CO)N1C[C@H](C)[C@H](CN(C)Cc2ccc(C(F)(F)F)cc2)Oc2c(NS(=O)(=O)c3cn(C)cn3)cccc2C1=O	i
COc1ccc(CN(C)C[C@@H]2Oc3c(NS(=O)(=O)c4cn(C)cn4)cccc3C(=O)N([C@H](C)CO)C[C@H]2C)cc1	i
Cc1ccc(OCC(=O)Nc2ccc3oc(-c4c(F)c(F)c(F)c(F)c4F)nc3c2)cc1	i
Cc1cccc(N(CC(=O)O)S(C)(=O)=O)c1C	i

Structures shown so far that contain two or more sulfur atoms (4):
SMILES	NFkB SMM
C[C@H](CO)N1C[C@H](C)[C@H](CN(C)C(=O)C2CCCCC2)OCCCC[C@H](C)Oc2ccc(NS(=O)(=O)c3cccs3)cc2C1=O	i
Cc1ccc(S(=O)(=O)N(C)C[C@H]2Oc3ccc(NS(C)(=O)=O)cc3C(=O)N([C@H](C)CO)C[C@@H]2C)cc1	i
COc1ccc(S(=O)(=O)N(C)C[C@H]2Oc3c(NS(=O)(=O)c4ccc(C)cc4)cccc3C(=O)N([C@H](C)CO)C[C@@H]2C)cc1	i
Nc1nnc(SCC(=O)NC2CCCCCC2)s1	i

Going on with the list:
SMILES	NFkB SMM
C[C@H]1CN([C@@H](C)CO)C(=O)c2cccc(NC(=O)C3CCOCC3)c2O[C@@H]1CN(C)CC1CC1	i
COc1ccc(CN(C)C[C@H]2Oc3ccc(NC(=O)Nc4ccc(F)cc4)cc3C(=O)N([C@H](C)CO)C[C@@H]2C)cc1	i
C[C@H]1CN([C@@H](C)CO)C(=O)c2cc(NC(=O)Nc3ccc4c(c3)OCO4)ccc2O[C@@H]1CN(C)C(=O)NC1CCCCC1	i
C[C@@H]1CN([C@@H](C)CO)C(=O)Cc2cc(NC(=O)Nc3ccccc3)ccc2O[C@H]1CN(C)Cc1ccncc1	i
C[C@H](CO)N1C[C@H](C)[C@@H](CN(C)S(=O)(=O)c2ccc(F)cc2)OCCCC[C@H](C)Oc2ccc(NC(=O)Nc3ccc(F)cc3)cc2C1=O	i
C[C@H]1CN([C@@H](C)CO)C(=O)c2cccc(NS(=O)(=O)c3cccs3)c2O[C@@H]1CN(C)C(=O)Nc1ccc(C(F)(F)F)cc1	i
COc1cc2ncnc(Nc3ccc(OCc4ccccc4)cc3)c2cc1OC	i
CCOC(=O)c1ccc(NC(=O)Cn2cc(C#N)c3ccccc32)cc1	i
CC(C)NC(=O)N(C)C[C@H]1OCCCC[C@H](C)Oc2ccc(NC(=O)CCCN(C)C)cc2C(=O)N([C@@H](C)CO)C[C@H]1C	i
COc1ccccc1/C=C/C=O	i
O=C(c1ccco1)c1cn(CC(=O)N2CCCc3ccccc32)c2ccccc12	i
